Source: PubChem BioAssay
POLI inh: DNA polymerase iota (human) inhibition; Q9UNA4; Pol iota fluorescent replication assay, 10 min; Potency, µM (titrated, usually from 115 µM), for inactives: top-dose activity, negative = inhibition, usual class: inhibitors; hit rate 1% among 390,000; note: potency is the fitted concentration of half-maximal effect
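Fluorescent replication assay read twice, at 0 min and 10 min after adding 50 nM (final) substrate. Enzyme (10 nM) and compounds were first incubated 15 min at room temperature; enzyme-free buffer wells were negative controls.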
POLH inh: blocks human DNA polymerase eta activity; hit rate 1.2% among 390,000; AID 588591; Potency, µM (top dose mostly 114 µM), without a hit: at the highest dose activity change, negative = inhibition, most hits filed as inhibitors; recombinant Pol eta, fluorescent DNA replication assay; note: potency is the fitted concentration of half-maximal effect; % is set by controls: 0 for no effect and ±100 for the full control effect
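Pol eta at 10 nM preincubated with compounds 15 min at room temperature; reaction started with fluorescent substrate (50 nM final) and read kinetically at 0 and 10 min.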
Anesthetic bind: candidate novel general anesthetic via apoferritin binding; P02791; apoferritin/1-aminoanthracene competitive binding, fluorescence; Potency, µM (doses to about 77.5 µM), for inactives: at the highest dose activity change, negative = displacement, most hits filed as inhibitors; hit rate 0.074% among 350,000; note: potency is the fitted concentration of half-maximal effect; % is set by controls: 0 for no effect and ±100 for the full control effect; nearly all actives have a fitted effect of over 20% in size
Target sequence (P02791 2-175 limits assumed): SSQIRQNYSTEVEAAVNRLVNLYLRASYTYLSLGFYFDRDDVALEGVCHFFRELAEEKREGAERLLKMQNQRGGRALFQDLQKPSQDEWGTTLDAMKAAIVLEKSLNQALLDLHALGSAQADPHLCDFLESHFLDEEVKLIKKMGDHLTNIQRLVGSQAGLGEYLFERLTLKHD
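Concentration-response curves derived by four-parameter Hill fitting of normalized fluorescence, where compounds displaced 1-AMA from 10 uM horse apoferritin following a brief 10 min room-temperature incubation; propofol titration acted as positive control.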
PGK inhibitor: blocks T. brucei phosphoglycerate kinase; P07378; PGK/GAPDH coupled, Kinase-Glo luminescence, 60 min; Potency, µM (top dose mostly 57.5 µM), inactives show at the highest dose activity change, negative = inhibition, hits mostly inhibitors; hit rate 0.043% among 380,000; note: potency is the fitted concentration of half-maximal effect; % is set by controls: 0 for no effect and ±100 for the full control effect; nearly all actives have a fitted effect of over 60% in size
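Recombinant glycosomal PGK reaction used 1,3-bisphosphoglycerate generated in-well by GAPDH (100nM final) in 100mM TEA pH 7.6, 5mM MgCl2, 0.01% Tween-20. After 60 minutes at room temperature, ATP was read by Kinase-Glo Plus luminescence end-point.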
APE1 inh: inhibitors of human APE1 endonuclease; P27695; recombinant APE1, TAMRA/BHQ-2 abasic DNA cleavage fluorescence; Potency, µM (top dose mostly 65.8 µM), for inactives: at the highest dose activity change, negative = inhibition, usual class: inhibitors; hit rate 0.35% among 350,000;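 note: potency is the fitted concentration of half-maximal effect; plate controls were vehicle for no effect and reference inhibitor for full effect; nearly all actives have a fitted effect of over 55% in size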
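APE1 at 0.75 nM preincubated 15 min at room temperature with compound. Reaction then started with 50 nM double-stranded THF-abasic substrate labelled with TAMRA/BHQ-2, and 525/598 nm fluorescence read kinetically. Activity taken as third-minus-first read difference, normalized to DMSO and NSC13755 controls.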
POLB inh: inhibitors of human DNA polymerase beta. P06746. Pol beta primer extension/strand displacement, fluorescence kinetic. Potency, µM (series often up to 114 µM), inactives show at the top dose activity change, negative = inhibition, hits mostly inhibitors. hit rate 1.3% among 340,000; note: potency is the fitted concentration of half-maximal effect; % is set by controls: 0 for no effect and ±100 for the full control effect
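Reaction started by 50 nM substrate onto compound-treated Pol beta (10 nM, 15 min preincubation, room temperature); plates read at 0 min and 10 min. Normalized concentration-effect data fitted by four-parameter Hill equation.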
BLM inh: inhibitors of human Bloom syndrome helicase BLM; P54132; recombinant BLM DNA unwinding, fluorescence dequenching; Potency, µM (highest dose often 56.1 µM), for inactives: at the top dose activity change, negative = inhibition, actives largely listed as inhibitors; hit rate 0.2% among 350,000; AID 2528;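 note: potency is the fitted concentration of half-maximal effect; plate controls were vehicle for no effect and no enzyme for full effect; nearly all actives have a fitted effect of over 35% in size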
RXFP1 antagonist: RXFP1 (human) relaxin receptor antagonism | Q9HBX9 | HEK293-RXFP1, relaxin-stimulated cAMP HTRF, 30 min; hits give low values | activity change, negative = inhibition, % at 57.5 µM | hit rate 0.59% among 350,000 | AID 1259400;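 active = activity change of -60% or lower, but not beyond a set lower limit; inconclusive = change between -60% and -40%, or beyond the set limit; inactive = change above -40%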; note: % is set by controls: 0 for no effect and ±100 for the full control effect
Target sequence (Q9HBX9 whole entry, looked up): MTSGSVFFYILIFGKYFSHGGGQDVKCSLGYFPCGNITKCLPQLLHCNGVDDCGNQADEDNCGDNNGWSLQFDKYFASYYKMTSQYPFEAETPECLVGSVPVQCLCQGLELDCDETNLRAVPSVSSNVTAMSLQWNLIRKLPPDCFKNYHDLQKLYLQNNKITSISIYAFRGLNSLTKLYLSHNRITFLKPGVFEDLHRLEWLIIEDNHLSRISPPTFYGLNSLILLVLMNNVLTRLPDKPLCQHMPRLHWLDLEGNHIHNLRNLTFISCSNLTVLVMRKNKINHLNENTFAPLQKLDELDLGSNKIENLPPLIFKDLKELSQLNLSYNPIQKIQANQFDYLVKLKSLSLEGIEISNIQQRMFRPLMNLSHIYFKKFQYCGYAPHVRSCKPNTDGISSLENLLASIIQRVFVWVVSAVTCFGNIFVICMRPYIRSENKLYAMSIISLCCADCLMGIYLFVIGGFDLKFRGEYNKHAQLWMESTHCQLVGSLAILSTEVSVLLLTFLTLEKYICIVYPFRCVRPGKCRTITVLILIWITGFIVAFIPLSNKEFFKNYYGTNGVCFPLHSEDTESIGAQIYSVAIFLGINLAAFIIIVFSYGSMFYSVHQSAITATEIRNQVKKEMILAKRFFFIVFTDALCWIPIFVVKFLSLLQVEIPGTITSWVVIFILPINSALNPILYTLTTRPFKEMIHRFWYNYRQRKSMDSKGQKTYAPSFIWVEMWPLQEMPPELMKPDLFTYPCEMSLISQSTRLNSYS
Pol kappa inh: DNA polymerase kappa (human) inhibition; purified Pol kappa, fluorescent DNA synthesis assay, 10 min; Potency, µM (top dose mostly 107 µM), for inactives: at the top dose activity, negative = inhibition, actives largely listed as inhibitors; hit rate 0.53% among 400,000; note: potency is the fitted concentration of half-maximal effect; % is set by controls: 0 for no effect and ±100 for the full control effect
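Pol kappa 10 nM + cpd, 15 min RT; start w/ substrate 50 nM final; fluorescence kinetic read, 0 and 10 min. Neg ctrl: buffer, no enzyme.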
Starred values were filed as active, the others as inactive; i = inactive; ? = inconclusive; · = no result given; [ ] = another dose, or the depositor's remark. Unless noted, calls come from the whole dose curve; as a rule, active = well fitted curve in the direction sought with a large enough effect; inconclusive = small, poorly fitted or top-dose-only effect, or another doubt; inactive = no such curve, though single readings can be large; an effect the other way counts as inactive or inconclusive. A portion of the library. The share of hits here may be higher or lower than overall.

canonical_smiles	POLI inh	POLH inh	Anesthetic bind	PGK inhibitor	APE1 inh	POLB inh	BLM inh	RXFP1 antagonist	Pol kappa inh
CC(C)OC(=O)CCC(=O)Nc1ccc(F)cc1	44%[activator]	-9%	-4%	-1%	3%	4%	-4%	1	6%
COc1ccc(CCNC(=O)C2Cc3ccccc3C(=O)O2)cc1 (stereo not given)	105%[activator]	-21%	-3%	-9%	16%	12%	-2%	1	3%
C=C(C)CN(CC)CCC(=O)Nc1ccc(OC)cc1OC	?	-10%	-11%	-2%	4%	-5%	-4%	-3	-3%
CCN(C1CCCCC1)S(=O)(=O)c1ccc(S(=O)(=O)NCc2ccncc2)cc1	-9%[58.9 µM]	-1%	-15%	0%	-1%	12%	-2%	-18	-6%
C/C(=N\O)c1ccc(Cl)c(Cl)c1	126%[activator]	-15%	?	-2%	1%	-3%	-6%	9	-7%
C#Cc1ccc([C@@H]2C=C(C(=O)NCc3nc4ccccc4[nH]3)O[C@H](OCC)[C@H]2CCCO)cc1	-11%	-10%	3%	i	3%	-12%	-2%	·	-24%
Cc1c(C(=O)NCc2ccc(S(N)(=O)=O)cc2)oc2ccc(Cl)cc12	53%[activator]	13%	-6%	2%	7%	0%	-2%	-5	8%
CCOC(=O)c1ncccc1NC(=O)CC(=O)Nc1cccnc1C(=O)OCC	30%[activator]	6%	·	7%	·	·	·	7	-4%
COc1ccc(C2C(C(=O)Nc3cc(C)on3)c3ccccc3C(=O)N2C)cc1 (stereo not given)	-5%	-2%	-10%	-4%	-9%	-8%	-2%	-8	-5%
Cc1cc(C)c2oc(C(=O)N(Cc3ccccc3)C3CCS(=O)(=O)C3)cc(=O)c2c1 (stereo not given)	134%[activator]	7%	-3%	-6%	-2%	7%	-6%	-11	-16%
CCOC(=O)c1sc2cccc(F)c2c1N	6%	-6%	57%[activator]	-3%	-4%	5%	-3%	-6	-10%
Nc1ccc(-c2cnc(N)c(C(=O)c3cccnc3)n2)cn1	?	?	·	-5%	·	·	·	·	-18%
COc1ccc(NC(=O)CCNS(=O)(=O)c2ccc3c(c2)c(=O)n(C)c(=O)n3C)cc1OC	15%	-2%	-3%	0%	?	23%	-5%	2	-21%
COc1ccc(-n2nc3c(c2NC(=O)CCl)CSC3)cc1	?	6%	-16%	-5%	19%	31%	0%	-15	4%
COc1cc(Br)c(CCNC(=O)c2ccco2)cc1OC	5%	-16%	-6%	·	20%	45%	-2%	-4	1%
COc1cc(-c2nnc(-c3ccc(N4CCOCC4)cc3)o2)cc(OC)c1OC	5%	-5%	-1%	-10%	-1%	3%	1%	11	0%
OCCN1CCN(CC#CCn2c3ccccc3c3ccccc32)CC1	6%	-17%	-12%	2%	4%	26%	-11%	-9	-4%
Cc1ccc(NC(=O)CSc2nc(=O)n(CCN3CCOCC3)c3c2CCC3)c(C)c1	5%	2%	-7%	3%	·	1%	2%	-3	-1%[60.1 µM]
COCCN(CCOC)S(=O)(=O)c1ccc(C(=O)NC2CCN(Cc3ccccc3)CC2)cc1	23%	-19%	-10%	-1%	1%	10%	2%	-5	-12%
N#CCc1c(C#N)c(N)nc(N2CCN(S(=O)(=O)c3ccccc3F)CC2)c1C#N	135%[activator]	-17%	-13%	5%	19%	-1%	-3%	-11	-16%
CCC(=O)Nc1cccc(NC(=O)c2ccccc2Cl)c1	70%[activator]	-5%	-8%	10%	-1%	-13%	-5%	11	-18%
Cc1cccc(NC2=C(NC(=O)c3ccccc3)C(=O)c3ccccc3C2=O)c1	?	7%	-24%	-15%	-6%	1%	-8%	-24	-2%
COc1cc(NC(=O)c2cc3cc4ccc(C)cc4nc3o2)cc(OC)c1OC	-5%	-8%	0%	2%	·	1%	-3%	·	-4%
CC(C)C(NC(=O)OCc1ccccc1)C(=O)NCc1ccc(C(=O)O)cc1 (stereo not given)	-10%	-14%	-6%	i	4%	49%	1%	·	-2%
CCOC(=O)COn1c(=O)c(-c2cc3ccccc3o2)[n+]([O-])c2ccccc21	9%	-1%	17%	5%	-1%	10%	-7%	-2	-1%
O=C1C2CCCN2C(c2ccc(F)c(F)c2)N1c1cccc(Cl)c1 (stereo not given)	19%	-29%	-11%	1%	-8%	1%	-10%	-9	13%
CCN=C1S/C(=C\c2ccc(OC)c(OCC)c2)C(=O)N1CC	·	·	6%	·	3%	-2%	0%	·	·
CC(C)c1ccc(N(CC(=O)N2CCN(Cc3ccccc3)CC2)S(C)(=O)=O)cc1	-14%	10%	-10%	2%	16%	-10%	-5%	-10	-8%
O=[N+]([O-])c1cccc(/C=N\N2CCN(c3ccc(Cl)cc3)CC2)c1	5%	-3%	-6%	-4%	17%	27%	4%	-7	2%
CNC(=O)CC1C(=O)N(c2ccc(Cl)cc2)C(=S)N1NC(=O)c1cccc(F)c1 (stereo not given)	-16%	2%	-5%	·	8%	5%	-5%	2	-11%
CN(CCO)c1ccc(/C=N/Nc2nncc3ccccc23)cc1	?	-15%	-3%	-23%	7%	-28%	4%	2	-6%
CCCN(C(=O)CCc1nc(-c2ccccc2F)no1)c1ccc(CC)cc1	0%	-8%	39%[activator]	-3%	·	1%	-9%	-9	-16%
Cc1ccc(CNC(=O)c2cc(=O)c3ccccc3o2)cc1	34%[activator]	-13%	-16%	-4%	4%	42%	-4%	9	-23%
CC1(C)CC2CC(C)(CN2CC(O)c2ccccc2)C1 (stereo not given)	8%	0%	-7%	-1%	16%	1%	-5%	9	-10%
CC(C)(C)CC(=O)N1CCN(Cc2ccc3c(c2)OCO3)CC1	150%[activator]	-22%	-5%	4%	43%[activator]	6%	-3%	-4	-9%
CCOc1ccccc1C(=O)N(Cc1ccco1)C1CCS(=O)(=O)C1 (stereo not given)	11%	8%	-7%	7%	-1%	-1%	2%	1	-11%
O=C(NCCOc1ccccc1Cl)c1ccc2c(c1)S(=O)(=O)c1cc(Cl)ccc1C2=O	34%[activator]	-6%	·	-3%	24%	·	·	·	6%
O=C1[C@@H]2Cc3c([nH]c4ccccc34)C(c3ccc([N+](=O)[O-])cc3)N2C(=O)CN1C1CC1 (stereo not given in full)	-19%	-8%	8%	·	1%	11%	-7%	10	1%
Cc1cccc(N2CC(C(=O)Nc3ccc(S(=O)(=O)NCC4CCCO4)cc3)CC2=O)c1C (stereo not given)	20%	-4%	-9%	-7%	30%	1%	-2%	-2	-1%
COc1ccc(NC(=O)Cn2cnc3sc(C)c(S(=O)(=O)N4CCN(C)CC4)c3c2=O)cc1Cl	4%	-10%	?	-2%	·	2%	1%	·	7%
Fc1ccc(Sc2cc(Cl)c(-c3ccccc3)nn2)cc1	-11%	-12%	-22%	-5%	-1%	0%	-5%	-21	-7%
CCOc1ccc(Nc2nc(N)nc(CSC(=S)N3CCN(c4ccccc4)CC3)n2)cc1	124%[activator]	-24%	-11%	4%	8%	-24%	-10%	5	-4%
Cc1nc(SC2CC(=O)N(c3ccccc3)C2=O)nc2c1CCCC2 (stereo not given)	6%	-10%	-13%	5%	12%	-12%	-4%	13	-12%
Cc1nn(CCCC(=O)N2CCc3ccccc3C2)c(=O)c2cc3sccc3n12	-3%	1%	-22%	1%	-2%	31%	1%	9	-13%
Cc1ccc(S(=O)(=O)N2[C@@H](c3ccc(C(C)(C)C)cc3)C(C(=O)O)=CC[C@H]2c2ccc(Cl)cc2)cc1	?	79µM*	·	-13%	15%	·	·	·	?
S=C(NCc1ccncc1)Nc1cc(Cl)cc(Cl)c1	-18%	-7%	-7%	3%	-2%	27%	0%	4	-15%
Cc1ccc(C(=O)COC(=O)CN2C(=O)C3C4CCC(C4)C3C2=O)cc1[N+](=O)[O-] (stereo not given)	17%	-2%	?	-6%	6%	7%[57.1 µM]	3%	7	-18%
O=C(O)CC/C(=N\NC(=O)CNC(=O)c1ccc(F)cc1)c1ccccc1	-9%	-6%	?	i	-1%	-23%	0%	1	16%
COc1ccc(Cl)cc1Nc1cc(C)nc2ccccc12	11%	-12%	·	-4%	·	·	·	0	-13%
Cc1ccc(CN2CCC(CNC(=O)Nc3cccc(C)c3C)C2)cc1 (stereo not given)	30%	-16%	48%[activator]	i	·	34%	-3%	·	-4%
O=C(Cc1ccccc1)Nc1nc(-c2cccc([N+](=O)[O-])c2)cs1	16%	-4%	-11%	4%	0%	0%	2%	-10	2%
CCOC(=O)CCCCC(=O)c1[nH]c(=O)[nH]c1Cn1cnc2ccccc21	?	2%	-2%	·	0%	-10%	-1%	-12	1%
COc1ccc(-c2nc(CS(=O)CC(=O)NCCN3CCCCCC3)c(C)o2)cc1OC (stereo not given)	8%	-3%	-8%	6%	-4%	24%	-3%	-3	-13%
Cc1ccc(OCc2nnc(SCC(=O)c3cccc([N+](=O)[O-])c3)n2C)cc1	-7%	-2%	-3%	-7%	11%	2%	-1%	-4	-13%
Cc1ccc(OCC(=O)NNC(=O)CSC(=S)N2CCCC2)cc1	?	-5%	·	11%	-1%	·	·	-9	-6%
CCOc1ccc2oc(C(=O)Nc3ccc(N4CCOCC4)cc3)c(C)c2c1	17%	-4%	?	-11%	1%	2%	-8%	-9	2%

3 entries from above, sorted by heavy-atom count, descending.
canonical_smiles	POLI inh	POLH inh	Anesthetic bind	PGK inhibitor	APE1 inh	POLB inh	BLM inh	RXFP1 antagonist	Pol kappa inh
Cc1nn(CCCC(=O)N2CCc3ccccc3C2)c(=O)c2cc3sccc3n12	-3%	1%	-22%	1%	-2%	31%	1%	9	-13%
O=C(O)CC/C(=N\NC(=O)CNC(=O)c1ccc(F)cc1)c1ccccc1	-9%	-6%	?	i	-1%	-23%	0%	1	16%
Fc1ccc(Sc2cc(Cl)c(-c3ccccc3)nn2)cc1	-11%	-12%	-22%	-5%	-1%	0%	-5%	-21	-7%
